LmPK inhibitor: qHTS Assay for Inhibitors of Leishmania Mexicana Pyruvate Kinase (LmPK). Q27686. purified LmPK, Kinase-Glo ATP luminescence, 1 h. Potency, µM (doses to about 57.5 µM), for the others: at the top dose activity change, negative = inhibition, actives largely listed as inhibitors. actives 0.37% (n = 290,000); also: potency is read from the fitted curve at half-maximal effect
Target sequence (Q27686 whole entry, looked up): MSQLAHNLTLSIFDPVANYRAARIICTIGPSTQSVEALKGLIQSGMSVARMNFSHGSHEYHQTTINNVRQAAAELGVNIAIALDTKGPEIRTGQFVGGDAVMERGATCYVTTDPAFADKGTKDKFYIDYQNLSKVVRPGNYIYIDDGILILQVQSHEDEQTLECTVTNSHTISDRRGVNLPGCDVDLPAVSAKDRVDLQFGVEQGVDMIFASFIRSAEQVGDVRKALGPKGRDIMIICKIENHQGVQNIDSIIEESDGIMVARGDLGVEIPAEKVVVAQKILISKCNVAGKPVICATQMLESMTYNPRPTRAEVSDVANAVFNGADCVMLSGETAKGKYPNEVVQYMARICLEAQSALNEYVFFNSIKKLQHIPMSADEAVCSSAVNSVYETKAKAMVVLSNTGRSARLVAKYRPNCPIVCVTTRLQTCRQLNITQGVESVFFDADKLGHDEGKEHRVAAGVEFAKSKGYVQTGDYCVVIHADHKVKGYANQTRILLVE
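Screened at intermediate enzyme activity to detect both inhibitors and activators: LmPK at 0.1 nM, with a 0.5 nM enzyme column as activation reference. PEP 0.5 mM, ADP 0.1 mM; ATP detected by luminescence after 1 h.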
AmpC inh detg: qHTS Inhibitors of AmpC Beta-Lactamase (assay with detergent). P00811. AmpC hydrolysis of nitrocefin, absorbance 480 nm, 0.01% Triton. Potency, µM (series often up to 114 µM), inactives show at the top dose activity change, negative = inhibition, most hits filed as inhibitors. actives 0.041% (n = 370,000);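 also: potency is read from the fitted curve at half-maximal effect; 0% = no-compound wells and -100% = no-enzyme wells; nearly all actives have a fitted effect of over 25% in size; some results filed as inactive show a strong effect at the top dose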
Target sequence (P00811 whole entry, looked up): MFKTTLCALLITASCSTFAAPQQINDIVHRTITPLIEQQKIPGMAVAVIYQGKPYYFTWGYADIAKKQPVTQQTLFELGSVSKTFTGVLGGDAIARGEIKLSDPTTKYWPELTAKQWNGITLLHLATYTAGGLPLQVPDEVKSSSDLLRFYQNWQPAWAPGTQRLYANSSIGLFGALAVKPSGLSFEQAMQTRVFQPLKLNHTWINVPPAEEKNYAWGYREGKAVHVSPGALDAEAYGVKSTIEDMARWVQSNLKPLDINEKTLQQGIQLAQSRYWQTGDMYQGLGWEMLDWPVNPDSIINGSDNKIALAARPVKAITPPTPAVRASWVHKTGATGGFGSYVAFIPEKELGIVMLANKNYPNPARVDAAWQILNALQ
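20 mM phosphate pH 7.0 + 0.01% (detergent screen) or 0.0001% Triton X-100; 5.3 nM AmpC reagent; cpd preinc 15 min RT; nitrocefin (800 uM stock) to start; A480 q20 s × 4 min; Activity was normalised to no-enzyme and no-compound control wells.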
HCMV antiviral: qHTS Assay for inhibitors of the human cytomegalovirus (HCMV); HFF cells, HCMV-luciferase reporter, 72 h; hits give low values; actives 4.5% (n = 410,000); activity change, negative = inhibition, % at 57.5 µM; in the data active = activity change below about -60%; inconclusive = no clear call, values can overlap the other calls; inactive = above about -39%
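HFF cells seeded 16 h at 37C, treated with compounds, infected with luciferase-reporter HCMV at MOI 1 PFU/cell; luciferase read at 72 h post infection, normalized to buffer-only and Salinomycin controls.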
AMA1 RON2 block: qHTS for Inhibitors of AMA1-RON; Towards Development of Antimalarial Drug Lead: Primary Screen; Plasmodium falciparum AMA1 (3D7) - RON2 peptide interaction; AlphaScreen AMA1-biotinylated RON2 peptide binding; Potency, µM (doses to about 58.2 µM), without a hit: at the top dose activity change, negative = inhibition, usual class: inhibitors; actives 0.2% (n = 360,000); AID 720542, 2013;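 also: potency is read from the fitted curve at half-maximal effect; 0% = vehicle wells and -100% = peptide control; nearly all actives have a fitted effect of over 45% in size; some results filed as inactive show a strong effect at the top dose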
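AMA1 (3D7) with his tag at 25 nM final met compounds first, then biotinylated RON2 peptide at 25 nM; detection used donor plus acceptor beads, 10 µg/mL apiece, read by AlphaScreen after 30 min at room temperature.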
Sm TGR block: qHTS Assay for the Inhibitors of Schistosoma Mansoni Peroxiredoxins; purified TGR, DTNB reduction, TNB absorbance 405 nm; Potency, µM (doses to about 114 µM), for inactives: at the top dose activity change, negative = inhibition, hits mostly inhibitors; Schistosoma mansoni thioredoxin glutathione reductase (TGR), Q962Y6; actives 3% (n = 360,000); also: potency is read from the fitted curve at half-maximal effect; nearly all actives have a fitted effect of over 60% in size
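TGR 20 nM + NADPH 100 uM (dispensed conc.), cpd preinc 15 min RT; start with NADPH (500 uM addition) then DTNB (15 mM addition). Kinetic TNB absorbance, 405 nm filter. Four-parameter Hill fit across titration.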
AmpC no deterg: qHTS Inhibitors of AmpC Beta-Lactamase (assay without detergent). actives 0.52% (n = 330,000). P00811. AmpC nitrocefin hydrolysis, absorbance 480 nm, 0.0001% Triton. Potency, µM (titrated, usually from 57.1 µM), for inactives: top-dose activity change, negative = inhibition, actives largely listed as inhibitors. AID 485341, 2010;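 also: potency is read from the fitted curve at half-maximal effect; plate controls were no compound for no effect and no enzyme for full effect; nearly all actives have a fitted effect of over 20% in size; some results filed as inactive show a strong effect at the top dose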
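AmpC (5.3 nM in the dispensed reagent) in 20 mM phosphate pH 7.0 with 0.01% (detergent screen) or 0.0001% Triton X-100 was preincubated with compounds for 15 min at room temperature. Nitrocefin was then added from an 800 uM solution, and hydrolysis was followed at 480 nm.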
Tb PYK inh: qHTS of Trypanosoma Brucei Inhibitors. pyruvate kinase (Trypanosoma brucei), Q57TT1. AID 624173, 2012. actives 0.12% (n = 410,000). Potency, µM (titrated, usually from 76.8 µM), for the others: at the highest dose activity, negative = inhibition, most hits filed as inhibitors. TbPYK enzyme, Kinase-Glo Plus ATP luminescence, 45 min; also: potency is read from the fitted curve at half-maximal effect; nearly all actives have a fitted effect of over 50% in size
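In this concentration-response screen, enzyme-free wells defined baseline while DMSO plates tracked drift. Each reaction combined TbPYK, substrate, compound and 130 uM ADP for 45 min at room temperature. Kinase-Glo Plus luminescence gave the signal.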
* hit, by the source's call; ? = inconclusive; . = not tested or not shown; & = joins results of further samples; ! = not confirmed by another sample; [ ] = dose if it differs, or a comment. Unless noted, calls follow the shape of the dose curve; as a rule, active = well fitted curve in the direction sought with a large enough effect; inconclusive = small, poorly fitted or top-dose-only effect, or another doubt; inactive = no such curve, though single readings can be large; an effect the other way counts as inactive or inconclusive. Unless noted, % is scaled to controls: 0 for no effect and ±100 for the full control effect.

Values in the order – AMA1 RON2 block, Sm TGR block, Tb PYK inh, AmpC inh detg, HCMV antiviral, AmpC no deterg, LmPK inhibitor
1. CCOC(=O)c1sc(NC(=O)CSC(=S)N2CCOCC2)nc1C
→ -7.1%, 16.4%, -2.0%, -3.6%, 18.6, -8.7%, 3.7%
2. CCCCn1nc(C(=O)NC2CCCCC2)c2ccccc2c1=O
→ -9.3%, ., -7.9%, ., -23.9, ., .
3. O=C(NCCCN1CCCC1)c1ccc(CS(=O)(=O)c2c(Cl)cccc2Cl)o1
→ 3.7%, -11.9%, 1.5%, 1.3%, -34.7, 48.8%, -9.4%
4. Cc1cc(-c2ccccc2)c2c3c(cn2n1)c(=O)n(C)c(=O)n3C
→ -27.1%, -0.4%, 3.3%, -10.7%, -10.0, -6.5%, 1.4%
5. O=C(NNC1=Nc2cccc3cccc1c23)c1ccccc1Br
→ 38.0%[activator], -4.0%, -7.1%, -9.0%, -7.8, -24.1%, 1.5%
6. N#CC(C#N)=C1NC(N)=C(C#N)C(c2ccccc2)=C1C#N
→ ., ?, ., -9.4%, 4.2, -28.8%, -10.6%
7. Cc1ccc(C(O)c2ncc(-c3ccc4ccccc4c3)[nH]2)cc1 (stereo not drawn)
→ 14.8%, ., 3.2%, ., 104.6, ., .
8. CCOc1ccc(C(=O)NCC(c2cccs2)N(C)C)cc1 (stereo not drawn)
→ -7.4%, 0.3%, 0.8%, -5.7%, 73.4, 0.8%, 2.6%
9. Cc1ccccc1N1CCN(C2CCCN(C(=O)c3cc(CC(C)C)nn3C)C2)CC1 (stereo not drawn)
→ -8.1%, ?, -1.9%, -9.5%, -30.1, 245.9%[activator], -9.3%
10. CCCCC(CC)C(=O)NCCc1ccc(S(N)(=O)=O)cc1 (stereo not drawn)
→ -15.3%, 0.2%, -1.2%, -12.2%, -7.0, -4.5%, 6.1%
11. CCc1cc2cc(C)cc(C)c2[nH]c1=S
→ 3.2%, -6.3%, 11.2µM*, 3.0%, 46.5, -13.4%, ?
12. COc1ccc(-c2cc(C(=O)Nc3cccc(S(=O)(=O)NCc4ccco4)c3)c3ccccc3n2)cc1OC
→ -1.1%, ?, -3.1%, -3.7%, 15.2, 2µM*, -2.2%
13. CC(CNC(=O)c1ccc(C(C)(C)C)cc1)CN(C)C (stereo not drawn)
→ -0.4%, 2.4%, -1.1%, -13.9%, ?, -15.7%, -2.5%
14. COc1ccc(C2SCCN2C(=S)Nc2ccc(Cl)cc2)cc1 (stereo not drawn)
→ -2.9%, 2.8%, -1.2%, -12.8%, -30.7, -45.7%, 0.5%
15. Cc1csc(NC(=O)c2cccc(S(=O)(=O)N3CCN(C)CC3)c2)n1
→ 22.1%, -0.7%, 5.5%, 2.9%, 59.8, -0.6%, 4.3%
16. CCCCNC(=O)CCn1nc(-c2ccccc2)ccc1=O
→ 18.3%, 12.2%, -2.3%, -4.3%, ?, -8.6%, -0.5%
17. CC12C(C(=O)O)C1(c1ccccc1)C2C(=O)O (stereo not drawn)
→ 21.0%, ., -5.5%, ., 4.9, ., .
18. CC(C)CCNC(=O)CN(Cc1ccccc1Cl)C(=O)CCC(=O)Nc1ccccn1
→ -4.4%, -9.7%, -2.6%, 1.9%, 81.1, 65.2%[activator], 0.2%
19. CCN(CC)CCNC(=O)c1cc(-c2ccc(Br)s2)nc2ccccc12
→ -1.8%, -15.7%&-0.5%, 1.1%&0.9%, ?, -93.6*!, 143.3%[activator], -0.1%
20. CCOC(=O)c1ccc(COC(=O)c2cc(=O)[nH]c3ccccc23)o1
→ 19.4%, -15.9%, 1.5%, ?, -5.8, -10.9%, 3.1%
21. O=S(=O)(c1ccc(Cl)c(NC(=S)Nc2cccc(O)c2)c1)N1CCOCC1
→ 43.9%[activator], 11.2µM*, 5.2%, 2.3%, 26.2, -33.9%, -1.7%
22. CN(C(=O)Cn1nnc(-c2cccc(C(F)(F)F)c2)n1)C1CCCCC1
→ 1.2%, 0.1%, -3.0%, 0.3%, 7.5, -24.1%, -1.5%
23. O=S(=O)(NCCSc1ccccc1)c1ccc2c(c1)OCCO2
→ -3.9%, -11.9%, -1.4%, -16.2%, 3.1, -29.3%, 0.5%
24. Cc1ccc2oc(C(=O)N3CCC(N4CCSCC4)CC3)c(C)c2c1
→ -7.0%, -11.5%, 1.9%, 4.1%, 64.3, 75.2%[activator], 1.8%
25. O=C(CN1CCN(S(=O)(=O)c2ccc(Cl)cc2)CC1)NCc1cccs1
→ 11.3%, -16.5%, -3.7%, -11.8%, 3.8, 60.3%[activator], .
26. CCSc1ncc(Cl)c(C(=O)N2CCN(c3ccccc3OC)CC2)n1
→ ., -4.5%, 1.5%, -7.8%, 4.9, ., .
27. Cc1ccc(-c2csc(NC(=O)c3cccc([N+](=O)[O-])c3C(=O)O)n2)cc1
→ -7.7%, 8.3%, -10.1%, 5.7%, 42.6, -37.2%, 3.2%
28. CC(C)Cc1ccc(S(=O)(=O)NCC2CCCO2)cc1 (stereo not drawn)
→ 5.4%, -0.8%, 0.3%, -10.8%, -11.4, -6.5%, -0.1%
29. Cc1ccc2nc(-c3ccc(NC(=O)c4ccc(S(C)(=O)=O)cc4)cc3)sc2c1
→ ., 11.8%, -3.4%, 8.3%, 26.8, ., .
30. O=[N+]([O-])c1ccc(F)cc1F
→ 0.6%, -7.7%, 1.5%, -5.0%, 18.5, -5.9%, .
31. CCOc1ccc(NC(=O)C(CC(=O)O)Cc2ccc(Br)cc2)cc1 (stereo not drawn)
→ 6.9%, 2.8%, -0.1%, 1.0%, 0.7, -25.4%, 1.1%
32. O=C(COC(=O)CC(c1ccccc1)c1ccccc1)Nc1c(F)cccc1F
→ ., -1.8%, ., -3.8%, -35.1, -17.9%, 2.6%
33. COC(=O)c1ccc(NC(=O)NCCn2nnc3cc(S(=O)(=O)N(C)C)ccc32)cc1
→ ., -1.2%, -4.9%, -3.5%, 8.0, ., .
34. Cc1cccc(-c2nnc(N)s2)c1
→ 3.1%, 10.9%, -0.5%, 2.5%, 53.8, -22.9%, 0.4%
35. Cc1cc(Cl)ccc1OCc1nc(-c2ccncc2)no1
→ 16.4%, 10.7%, 0.0%, 6.1%, 2.4, 33.3%, 5.2%
36. NS(=O)(=O)c1cccc(NC(=O)CN2CCCc3ccccc32)c1
→ 12.9%, -11.3%, -14.8%, -0.4%, 19.4, -23.8%, 4.6%
37. O=C(CN(Cc1ccco1)C(=O)c1ccc(Cl)cc1)Nc1c(Cl)cc(Cl)cc1Cl
→ -30.5%, 9.2%, 2.6%, ?, -6.2, -14.9%, 0.7%
38. N#CC1(Nc2ccc([N+](=O)[O-])cc2)CCCC1
→ -7.6%, ., -9.8%, ., -7.3, ., .
39. CCCS(=O)(=O)N1CCC(C(=O)NC2CCCC(C)C2C)CC1 (stereo not drawn)
→ 8.8%, 6.0%, 0.7%, 0.6%, -8.1, 9.6%, -2.9%
40. Cc1ccc(S(=O)(=O)N2CCC(N3CCN(C)CC3)CC2)cc1Cl
→ 6.6%, -6.6%, 1.6%, -1.0%, 3.3, 3.5%, -1.8%
41. O=C(c1ccccc1)N1CCSc2sccc2C1=O
→ 1.9%, -4.3%, 2.0%, -0.3%, -32.1, -4.4%[2.29 µM], -0.3%
42. O=C(Nc1nc2ccc(F)cc2s1)c1ccc(N2CCCC2=O)cc1
→ 11.5%, -2.0%, 0.8%, ?, 18.7, -16.7%, .
43. O=C(CNC(=O)c1sc2ccccc2c1Cl)NCc1ccccc1
→ 9.5%, -0.3%, 3.0%, 1.1%, 9.0, -9.4%, 2.3%
44. COC(=O)CC1C(=O)NC2CCCCC2N1C(=O)CCl (stereo not drawn)
→ -3.8%, 6.31µM*, 1.4%, 0.9%, 4.5, 3.4%, -0.6%
45. O=C(CN1CCCCC1)Nc1c2c(nc3ccccc13)N(c1ccccc1)CC2
→ -8.4%, -29.8%, 2.5%, ?, ?, -1.9%[11.4 µM], -2.6%
46. COCCNc1nc(CSc2ccccc2)nc2sc(C)c(C)c12
→ -3.6%[2.32 µM], 1.5%, -3.7%, -7.0%, -69.9*, 20.3%, 2.7%
47. COc1ccc(Cl)cc1C(=O)NC(=S)Nc1cc(-c2nc3ccccc3[nH]2)ccc1C
→ 3.2%, 23.8%, -8.3%, -1.9%, 39.6, -32.0%, 8.0%
48. Cc1cc(=O)c2cc(Br)ccc2n1CC(=O)NCc1ccccc1
→ -12.3%, -13.4%, -23.9%, 4.2%, 17.4, 137.9%[activator], 3.2%
49. CC(=O)c1cccc(N(CC(=O)NC2CCCCC2)C(=O)CNC(=O)c2cccs2)c1
→ 9.8%, -5.6%, 3.6%, -6.1%, -23.5, 4.0%, -1.1%
50. CCOC(=O)c1ccc(NC(=O)C2CCC(CNc3c(N4CCOCC4)c(=O)c3=O)CC2)cc1 (stereo not drawn)
→ -4.1%, 6.5%, -4.4%, 3.8%, -10.5, 59.2%, 5.8%
51. C=CCn1c(COc2ccccc2)nnc1SCC(=O)NCC(=O)OCC
→ 9.2%, 1.7%, -11.1%, -6.4%, -2.9, -0.4%, 4.6%
52. Cc1cc2oc(=O)sc2cc1NS(=O)(=O)c1ccccc1
→ -8.6%, 3.2%, -3.6%, 1.2%, -9.1, -56.3%, -0.4%
53. NC(=O)C1(N2CCCCC2)CCN(Cc2ccc(F)cc2)CC1
→ -5.6%, 7.5%, -1.3%, 4.0%, -34.2, -6.5%, 3.2%

Two compounds from above, limited to AMA1 RON2 block.
item	mol	AMA1 RON2 block
43	O=C(CNC(=O)c1sc2ccccc2c1Cl)NCc1ccccc1	9.5%
44	COC(=O)CC1C(=O)NC2CCCCC2N1C(=O)CCl (stereo not drawn)	-3.8%

Bioassay records deposited in PubChem by National Center for Advancing Translational Sciences (NCATS).
